Compound activity as filed in PubChem.
E-selectin induc: E-selectin induction on HUVECs; hit rate 0.37% among 260,000; activation, % at 7.58 µM; P16581; AID 686992; HUVEC E-selectin immunofluorescence imaging; normalized: neutral wells 0, TNF-alpha wells 100;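 active means mean E-selectin-positive cell signal at least 10% of the positive control, reached in at least 60% of replicates, without over 20% cell loss; inconclusive means no rule given, readout overlaps actives, possibly toxicity-flagged; inactive means the rest, including those meeting only one limit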;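 further: in these data hits start at about 27%; measured in HUVEC primary endothelial cells; signal is the percent of cells scored E-selectin positive by PE staining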
Target sequence (P16581 whole entry, looked up): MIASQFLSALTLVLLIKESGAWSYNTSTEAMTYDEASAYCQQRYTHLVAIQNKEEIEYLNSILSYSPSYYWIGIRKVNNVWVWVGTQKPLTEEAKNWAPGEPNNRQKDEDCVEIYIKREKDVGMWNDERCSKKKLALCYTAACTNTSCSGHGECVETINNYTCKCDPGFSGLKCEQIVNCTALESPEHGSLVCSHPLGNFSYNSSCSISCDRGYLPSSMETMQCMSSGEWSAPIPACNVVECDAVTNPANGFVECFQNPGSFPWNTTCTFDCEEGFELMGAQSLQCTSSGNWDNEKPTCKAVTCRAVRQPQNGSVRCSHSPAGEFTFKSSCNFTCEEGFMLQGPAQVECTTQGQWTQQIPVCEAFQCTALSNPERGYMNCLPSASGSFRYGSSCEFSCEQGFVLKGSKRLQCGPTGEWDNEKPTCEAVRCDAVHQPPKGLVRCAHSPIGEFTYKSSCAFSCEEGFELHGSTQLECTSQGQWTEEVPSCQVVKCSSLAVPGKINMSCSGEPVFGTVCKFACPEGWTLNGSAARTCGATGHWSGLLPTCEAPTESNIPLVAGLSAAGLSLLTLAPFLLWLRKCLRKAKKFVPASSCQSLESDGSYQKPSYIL
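Assay system: HUVEC, human umbilical vein endothelial cells / Amount: 3,000 HUVEC/well / Controls: TNF-alpha positive control, DMSO neutral control / Compound dosing: single concentration / Medium: EGM-2 over gelatin coat / Evaluation: percent E-selectin-positive cells / Signal: immunofluorescence imaging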
ARNT TACC3 PPI: disrupts binding between human ARNT and TACC3; hit rate 0.66% among 390,000; Q9Y6A5; inhibition, % at 9.99 µM; AlphaScreen His-ARNT PAS-B/GST-TACC3 binding, luminescence; TACC3 fragment carries E629A point mutation;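 active means mean inhibition of replicates at least 50% and at least half of replicates each reaching 50%; inconclusive means half or more replicates reach 50% but mean below 50%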;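 further: 0% = complete ARNT plus TACC3 wells and 100% = ARNT alone without TACC3; many hits fall short of the cut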
ERp5 block: blocks human ERp5 reductase activity on insulin | Q15084 | ERp5 insulin aggregation, absorbance 650 nm, 90 min | inhibition, % at 9.99 µM | hit rate 0.05% among 350,000 | AID 651711;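 active means mean replicate inhibition above about 25%, with every replicate also reaching it, limit read from the data, passing the limit was not always enough; inconclusive means only one of those two criteria met; inactive means neither criterion met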
Target sequence (Q15084 whole entry, looked up): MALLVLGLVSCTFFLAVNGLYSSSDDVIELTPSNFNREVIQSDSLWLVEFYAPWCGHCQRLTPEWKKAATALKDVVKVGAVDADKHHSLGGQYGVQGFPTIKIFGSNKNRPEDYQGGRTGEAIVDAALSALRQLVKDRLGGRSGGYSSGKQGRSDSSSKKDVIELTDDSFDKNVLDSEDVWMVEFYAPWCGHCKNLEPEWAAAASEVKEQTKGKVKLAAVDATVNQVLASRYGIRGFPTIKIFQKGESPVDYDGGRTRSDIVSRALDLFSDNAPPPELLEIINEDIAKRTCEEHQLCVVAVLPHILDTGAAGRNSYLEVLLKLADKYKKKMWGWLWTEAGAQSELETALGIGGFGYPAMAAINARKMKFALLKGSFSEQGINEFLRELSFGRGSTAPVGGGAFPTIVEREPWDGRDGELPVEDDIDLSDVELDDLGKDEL
esBAF inh: inhibitors of esBAF chromatin remodeling in mouse ES cells | Bmi1-luciferase knock-in reporter, 24 h; 100% = twice the neutral-well signal | reporter increase, % at 12.5 µM | hit rate 2% among 350,000; in the data active means activation above about 40%; inconclusive means no clear call, values can overlap the other calls;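 further: 0% = median of the plate's neutral control wells and 100% = double that signal; a rise in the Bmi1 reporter signal indicates esBAF inhibition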
Casp6 inh: caspase-6 (human) enzyme inhibition; P55212; purified caspase-6, Z-VEID-R110 cleavage fluorescence; inhibition, % at 12.5 µM; hit rate 0.53% among 350,000;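 active means mean inhibition across replicates at least about 35%, with every replicate also reaching that limit, limit read from the data; inconclusive means only one of the two criteria met; inactive means neither criterion met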;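 further: 0% = median of neutral control wells and 100% = no fluorescence left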
RAD54 inh: blocks human RAD54 Holliday junction branch migration; FAM/BHQ fluorescence; inhibition, % at 10.4 µM; Q92698; hit rate 0.14% among 360,000;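 active means mean normalized replicate activity at least 40 and at least half of replicates scoring 40 or more; inconclusive means only one of the two criteria met; inactive means mean below 40 and under half of replicates reaching 40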;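 further: 0% = median of neutral control wells and 100% = median of positive control wells; inhibitors cause a drop in the FAM fluorescence signal; in these data hits start at about 50%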
RAD52 inh: RAD52 (human) annealing inhibition; hit rate 0.46% among 360,000; P43351; AID 651710; recombinant RAD52 DNA annealing, FRET fluorescence; inhibition, % at 18.7 µM;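 active means every replicate showing at least 50% inhibition; inconclusive means mean inhibition at least 50% but not in every replicate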
PglD DTNB: PglD (C. jejuni) enzyme inhibition; AID 602405; hit rate 0.098% among 360,000; purified PglD enzyme, DTNB colorimetric CoA detection; inhibition, % at 12.5 µM; in the data active means inhibition above about 16%, passing the limit was not always enough; inconclusive means no clear call, values can overlap the other calls; further: strong numbers were not always called active
Numbers without * were called inactive; ? = inconclusive; · = no result given. The order is random. About 3.2% of those tested had a hit in this group.

SMILES	E-selectin induc	ARNT TACC3 PPI	ERp5 block	esBAF inh	Casp6 inh	RAD54 inh	RAD52 inh	PglD DTNB
COc1ccc(-n2c(Cc3cccn3C)nnc2SCC(=O)Nc2ccccc2F)cc1	0.0	6	-2	9	4	-12	-285	4
C#CCOCCOCCOCCNc1nc(N2CCOCC2)nc(N2CCN(C(=O)[C@H](Cc3cc4ccccc4[nH]3)n3cc([C@@H](N)Cc4ccc(O)cc4)nn3)CC2)n1	-0.4	0	0	3	-7	0	-28	-5
CO[C@H](CN(C)S(=O)(=O)c1cn(C)cn1)[C@@H](C)CN(C(=O)Nc1ccc(F)cc1)[C@H](C)CO	0.0	16	2	2	-4	-5	-4	-2
CN(C)c1nc(Nc2ccccc2)nc(N(C)C)n1	·	0	·	7	·	6	·	-3
C/C=C/c1ccc2c(c1)O[C@@H](CN(C)C(=O)NC1CCCCC1)[C@@H](C)CN([C@@H](C)CO)S2(=O)=O	-7.1	2	3	0	2	-4	13	2
CCOc1ccc(C(=O)Nc2ccc(N3CCN(C(=O)c4ccco4)CC3)cc2)cc1Br	·	·	1	4	-2	8	-8	1
CC(=O)C(Sc1nn(C)c(=S)s1)C(=O)Nc1ccccc1 (centres undefined)	·	7	·	77*	·	-5	·	0
CC1=C(C(=O)N(C)C)CC(CC(=O)NC2CC2)C(=O)N1Cc1ccc(C(C)(C)C)cc1 (centres undefined)	·	·	-2	2	2	1	-3	1
COc1ccc(OC)c(-c2csc(NC(=O)c3ccccc3F)n2)c1	·	-3	1	7	3	-4	-8	-4
CN1CCN(c2ccc(Cl)cc2NC(=O)/C=C/c2ccc(F)cc2)CC1	·	18	-6	-3	6	4	17	0
O=C(O)CN1CCN(Cc2ccc(F)cc2Cl)C1=O	·	-8	·	1	·	-2	·	-1
CCc1ccc(NC(=O)C2CCN(c3c(N4CCCC4)c(=O)c3=O)CC2)cc1	·	6	5	-7	-3	3	1	-2
O=C(OCc1nnc(-c2ccccc2)o1)c1ccc([N+](=O)[O-])o1	-1.9	0	9	-4	-2	·	-10	·
CCc1cccc(CC)c1NC(=S)NCC(c1cccnc1)N1CCOCC1 (centres undefined)	·	-13	-1	·	0	-7	0	5
O=C(N=C1SC2CS(=O)(=O)CC2N1Cc1ccccc1)C1CCCO1 (centres undefined)	·	1	0	6	1	-4	18	-4

Part of the list above in order of length of the SMILES, highest first:
SMILES	E-selectin induc	ARNT TACC3 PPI	ERp5 block	esBAF inh	Casp6 inh	RAD54 inh	RAD52 inh	PglD DTNB
CCOc1ccc(C(=O)Nc2ccc(N3CCN(C(=O)c4ccco4)CC3)cc2)cc1Br	·	·	1	4	-2	8	-8	1
O=C(OCc1nnc(-c2ccccc2)o1)c1ccc([N+](=O)[O-])o1	-1.9	0	9	-4	-2	·	-10	·
CN1CCN(c2ccc(Cl)cc2NC(=O)/C=C/c2ccc(F)cc2)CC1	·	18	-6	-3	6	4	17	0
COc1ccc(OC)c(-c2csc(NC(=O)c3ccccc3F)n2)c1	·	-3	1	7	3	-4	-8	-4
O=C(O)CN1CCN(Cc2ccc(F)cc2Cl)C1=O	·	-8	·	1	·	-2	·	-1

Continued:
SMILES	E-selectin induc	ARNT TACC3 PPI	ERp5 block	esBAF inh	Casp6 inh	RAD54 inh	RAD52 inh	PglD DTNB
O=C(CSc1cn(Cc2ccccc2)c2ccccc12)N1CCOCC1	·	·	-16	79*	-1	8	-6	1
COC(=O)c1c(NC(NC(=O)c2ccccc2)(C(F)(F)F)C(F)(F)F)sc2c1CCN(C)C2	2.8	2	·	6	·	10	·	-2
CC(=O)Nc1coc2ccc(Br)cc12	·	-3	·	-8	·	0	·	-4
COc1ccccc1-c1noc(CCC(=O)Nc2cccc(C)c2)n1	·	-3	·	6	·	-6	·	3
O=C1[C@H]2[C@@H](/C=C/c3ccccc3)N3C(=O)CN(Cc4ccccn4)C(=O)[C@@]3(Cc3ccccc3)[C@H]2C(=O)N1c1ccccc1	-0.2	-10	-2	7	0	0	-48	-6
Oc1ccc(C=NN=Cc2ccco2)c(O)c1	0.0	0	5	·	6	·	-25	·
CCc1ccccc1N(CC(=O)NCc1ccccc1)C(=O)CCC(=O)Nc1ccccn1	?	·	1	7	3	11	-5	4
O=C(NC1CCN(Cc2ccccc2)CC1)C1CCCN(S(=O)(=O)c2cccc3nonc23)C1 (centres undefined)	·	-11	·	2	·	-1	·	-6
CC1CCN(C(=O)CC(NC(N)=O)c2ccccc2Cl)CC1 (centres undefined)	0.2	-5	3	-7	0	1	-5	9
CCOC(=O)c1cccc(NC(=O)CN(c2ccc(C)cc2)S(=O)(=O)c2c(C)n[nH]c2C)c1	·	4	·	-3	·	7	·	6
CO[C@@H]1CC[C@H]2CCN(C)C(=O)[C@H](C)N(C)C(=O)c3cc(C#N)ccc3OC[C@@H]1O2	-0.1	0	-2	-3	-1	7	-6	6
CCN(CC)C(=S)SCC(=O)c1ccccc1	·	-18	·	55*	·	-6	·	4
CCOc1ccccc1NC(=O)NC(C)c1ccncc1 (centres undefined)	·	12	-4	-2	2	·	4	·
CCC1(c2ccc(F)cc2)NC(=O)N(CC(=O)N2CCN(S(=O)(=O)c3ccc(C)cc3C)CC2)C1=O (centres undefined)	·	·	-3	4	1	-4	-18	1
COc1cccc(CN(C)C(=O)CNC(=O)c2ccc3c(c2)OCO3)c1OC	1.1	-31	-3	7	-168	2	14	3
CN1CCN(c2ccc(Cl)cc2NC(=O)CCN2C(=O)c3ccccc3C2=O)CC1	·	11	5	·	-125	·	83*	·
COc1cccc(C2NC(=S)NC3=C2CCc2ccccc23)c1 (centres undefined)	·	4	0	·	6	·	-10	·
CCCC(=O)Nc1c(C(=O)OCC)[nH]c2ccccc12	3.2	-3	-9	-4	-1	8	-14	-12
CCOC(=O)C1(Cc2cccc(OC)c2)CCN(Cc2cccn2-c2nccs2)CC1	·	11	3	-5	-2	3	-12	-2
Cc1ccc(N2C(=O)c3ccccc3NC2C(C)Cc2ccc3c(c2)OCO3)cc1 (centres undefined)	·	-6	·	52*	·	-9	·	3
O=C(c1ccccc1)c1ccc(NCCCn2ccnc2)c([N+](=O)[O-])c1	·	17	-1	6	-10	7	-2	2
CCOC(=O)C1(Cc2ccc(OC)cc2)CCN(C(=O)CCn2cccn2)CC1	-0.3	-3	1	·	-2	1	-2	-5
CC1(c2nnc(-c3ccccc3)o2)CC(c2ccc([N+](=O)[O-])cc2)=NO1 (centres undefined)	1.1	4	·	·	·	4	·	1
COc1ccc(OCC(=O)NC(=S)Nc2ccc(S(=O)(=O)Nc3cc(OC)nc(OC)n3)cc2)cc1	-2.6	1	-4	4	1	·	-8	·
COc1ccc(S(=O)(=O)N2CCOCC2)cc1NC(=O)COC(=O)c1oc2ccccc2c1C	-0.3	·	5	-7	-1	2	-18	-5
CC1CCCC(N2CCN(C(=O)c3ccc([N+](=O)[O-])cc3)CC2)C1 (centres undefined)	0.2	0	-3	3	-3	-5	0	7
O=S(=O)(N[C@H]1CC[C@@H](CCn2cc(-c3cccc(F)c3)nn2)O[C@H]1CO)c1ccc(Cl)cc1	1.9	-40	22	9	2	4	-19	3
Cc1nn(CCC(=O)NNC(=S)Nc2ccc([N+](=O)[O-])cc2)c(C)c1[N+](=O)[O-]	0.2	3	-3	·	-3	·	-5	·
OC(Cn1cncn1)(c1ccc(F)cc1)c1ccc(Cl)cc1 (centres undefined)	0.5	-4	-3	-3	0	1	-6	1
O=C(Cc1ccc(Cl)cc1)NNC(=O)c1cnccn1	-0.1	13	·	·	·	1	·	1
NC(=O)c1cc(S(=O)(=O)Nc2cccc(F)c2)co1	0.5	·	2	0	2	2	-9	-7
O=C1OC(c2ccccc2)=NC12CC2c1ccc(Cl)cc1 (centres undefined)	·	-3	1	·	1	8	10	5
O=S(=O)(c1ccc(F)cc1)N1CCN(c2ccccn2)CC1	·	-12	4	·	-1	·	-23	·
Cc1cccc(C(=O)NC2CCCCCCC2)c1	?	8	-4	65*	2	-13	-7	4
O=C(C[C@@H]1CC[C@@H]2[C@H](COC[C@H](O)CN2C(=O)Nc2ccc(F)cc2)O1)NCC1CC1	0.0	8	-5	3	-6	-2	4	1
O=C1C2CCCCN2C(=O)N1CCCCN1CCN(c2ccc([N+](=O)[O-])cc2)CC1 (centres undefined)	·	-6	·	-2	·	7	·	-11
O=C(NCC[C@@H]1CC[C@@H](NS(=O)(=O)c2ccc(F)cc2)[C@H](CO)O1)Nc1ccc(Cl)cc1	0.0	6	-1	18	1	7	-17	9
O=C(Nc1ccc2c(c1)OCO2)N[C@H]1CC[C@H](CC(=O)N2CCN(c3ccccc3)CC2)O[C@@H]1CO	0.3	-7	1	5	2	5	-14	3
COC(=O)c1ccc(Cn2ccc(=O)[nH]c2=O)cc1	1.4	-3	2	2	2	-17	5	4
COc1ccc2c3c([nH]c2c1)[C@@H](CO)N(Cc1ccccc1OC)CC31CN(C(C)=O)C1	0.2	·	-4	·	2	·	-38	·
Cn1c(C(=O)NCCc2ccsc2)cc2c(=O)n(C)c3ccccc3c21	0.1	·	-3	-1	1	-5	-30	5
Cc1cc(Cl)ccc1C(=O)C1CCCN(C(=O)c2ccc3c(c2)OCO3)C1 (centres undefined)	-0.2	·	3	0	3	2	4	2
C=CCN1CCc2nc(N)sc2CC1	0.6	16	-7	2	·	12	66*	-1
COc1ccc(Cl)cc1NC(=O)CN(C)C(=O)c1ccc(N2CCCCCC2)c([N+](=O)[O-])c1	·	15	-1	2	-4	-5	-13	1
COc1cccc(NC(=O)CC2COc3ccccc3O2)c1 (centres undefined)	·	·	16	·	0	-10	3	5
COc1cccc(CN(C)C[C@H]2OCc3ccccc3-c3c(n(C)c4ccccc34)C(=O)N([C@@H](C)CO)C[C@H]2C)c1	-0.5	·	1	·	-2	·	18	·
COCC(=O)N1CCC(Oc2ccc(C(=O)NCCc3ccncc3)cc2)CC1	·	-10	-7	·	-2	·	-10	·
CCOc1cc(C)c(S(=O)(=O)NCc2ccccn2)cc1C	·	-4	2	4	0	10	-9	-5
CCn1c(=O)c2c(nc(SCC(=O)NC3CCCC3)n2C)n(C)c1=O	·	-2	-1	·	-2	9	-6	0
S=c1[nH]nc(-c2ccc(Cl)cc2Cl)n1-c1ccc2c(c1)OCCO2	·	-3	-4	·	0	·	-10	·
CN1C(=O)c2cc(NC(=O)c3ccccc3)ccc2OC[C@@H]2O[C@H](CC(=O)NCC3CC3)CC[C@@H]21	-0.2	-3	-5	6	-1	5	1	-1
O=C(COC(=O)c1ccc(Br)o1)Nc1ccc(Br)cc1	-0.2	·	0	0	2	·	1	·
C/C(=N\NC(=S)Nc1ccccc1)C1Cc2ccccc2C(=O)O1 (centres undefined)	·	·	0	·	-1	4	-11	6
CCCCNC(=O)C(=O)NCC1CCCN1S(=O)(=O)c1cccs1 (centres undefined)	-0.2	9	-3	-5	-1	8	-12	2
O=C1CN(S(=O)(=O)Cc2ccccc2)C[C@@H]2[C@@H](c3ccc(C#Cc4ccccc4)cc3)[C@H](CO)N12	-0.1	·	-2	·	3	·	-14	·
CC(C)CC1O[C@@H](C)[C@@H]2CN3CCc4c([nH]c5ccccc45)[C@@H]3C[C@@H]2N1C (some centres undefined)	0.4	·	0	·	-6	·	-13	·
Cn1nc(C(=O)Oc2cc(=O)n(C)c3ccccc23)c2ccccc2c1=O	·	-1	2	·	2	·	-12	·
COc1ccc(NC(=O)Nc2ccc3c(c2)CC(=O)N([C@@H](C)CO)C[C@H](C)[C@H](CN(C)S(C)(=O)=O)O3)cc1	·	6	-2	2	1	-4	-6	1
